From PubChem
CD11b adhes enh: enhancers of CD11b/CD18 adhesion to fibrinogen, primary screen, K562 cells, luminescence. Integrin beta-2 (Homo sapiens) + Integrin alpha-M (Homo sapiens), P05107+P11215. ATPlite luminescence. activation, % at 10 µM. 93,000 compounds, 0.07% hits;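 active means 10 µM primary screen giving 50% or more activity, confirmed by 40% or more on retest at that dose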; further: strong numbers were not always called active; reference of the scale not given here
Target sequence (P05107 whole entry, looked up, other chains not shown): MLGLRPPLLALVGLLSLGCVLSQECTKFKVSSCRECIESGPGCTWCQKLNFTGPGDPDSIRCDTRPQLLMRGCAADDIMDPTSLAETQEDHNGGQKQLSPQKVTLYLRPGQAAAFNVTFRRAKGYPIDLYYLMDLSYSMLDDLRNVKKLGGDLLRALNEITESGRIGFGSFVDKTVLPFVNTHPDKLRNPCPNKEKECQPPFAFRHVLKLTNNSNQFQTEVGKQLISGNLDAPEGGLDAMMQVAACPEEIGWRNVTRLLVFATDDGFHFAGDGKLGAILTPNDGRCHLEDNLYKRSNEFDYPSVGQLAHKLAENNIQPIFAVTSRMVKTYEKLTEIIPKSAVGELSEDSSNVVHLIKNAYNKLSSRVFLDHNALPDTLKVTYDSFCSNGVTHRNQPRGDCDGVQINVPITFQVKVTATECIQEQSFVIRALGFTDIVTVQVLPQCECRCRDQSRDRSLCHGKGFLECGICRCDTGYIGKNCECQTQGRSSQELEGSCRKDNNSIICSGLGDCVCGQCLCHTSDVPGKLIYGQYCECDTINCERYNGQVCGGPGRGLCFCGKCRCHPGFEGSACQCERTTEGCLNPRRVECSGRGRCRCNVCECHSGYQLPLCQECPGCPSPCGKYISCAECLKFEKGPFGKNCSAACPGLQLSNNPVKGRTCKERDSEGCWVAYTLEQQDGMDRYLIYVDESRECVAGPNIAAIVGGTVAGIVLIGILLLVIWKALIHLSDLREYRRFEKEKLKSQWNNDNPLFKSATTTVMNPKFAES
PLAP act: PLAP enzyme activators, biochemical, luminescence, HTS | purified PLAP enzyme, luminescent substrate read-out; stronger effect = higher value | AID 696, 2007 | activation fold at 20 µM | 96,000 compounds, 1.2% hits; in the data active means activation fold above about 2
Ecoli WT expand: growth inhibitors of wild-type E. coli, primary screen, strain BW25113, expanded library, OD600; OD600 absorbance; growth inhibition, % at 100 µM; 98,000 compounds, 0.15% hits;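 active means growth inhibition above about 50% at one test dose, limit read from the data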;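 further: growth measured after 20 h incubation at 37 °C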
MT1-MMP txn act: MT1-MMP promoter reporter activation – cell-based, luciferase luminescence, primary screen. AID 750, 2007. HT1080 MT1-MMP promoter luciferase reporter, overnight; stronger effect = higher value. 86,000 compounds, 0.16% hits. activation factor at 10 µM;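 active means activation factor of at least 2 for MT1-MMP transcription at 10 µM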
ERb SRC1 inh: inhibitors of ERβ-SRC1 coactivator interaction, primary screen, biochemical, TR-FRET, ERβ LBD, SRC-1 peptide. TR-FRET ER-beta LBD / SRC1-Cy5 peptide binding; receptor agonist-loaded with 1 µM estradiol. AID 633, 2007. 86,000 compounds, 1.3% hits. Estrogen receptor beta (Homo sapiens), Q92731. inhibition, % at 25.6 µM;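 active means compounds whose percent inhibition of the receptor-coactivator binding signal exceeds about 50% in the single-dose screen, limit read from the data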;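 further: 0% = receptor plus peptide wells without compound and 100% = peptide-only wells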
ERa SRC1 pot: enhancers of ERα–SRC-1 coactivator binding, primary screen, biochemical, TR-FRET, ERα LBD, low estradiol | TR-FRET ERalpha-LBD/SRC-Cy5 coactivator binding, 2 h; 100 = basal binding, no effect | coactivator binding (% of control), % at 25.6 µM | 86,000 compounds, 1.3% hits | AID 639, 2007; in the data active means activity above about 200%;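 further: binding measured in presence of low estradiol as agonist stimulus; 0% = peptide alone without receptor and 100% = receptor with peptide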
FAK blocker: FAK kinase inhibitors, primary screen, biochemical; Focal adhesion kinase 1 (Homo sapiens), Q05397; biochemical FAK kinase activity assay; inhibition, %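 (tested at 7 µM)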; 97,000 compounds, 0.84% hits; AID 727, 2007; in the data active means inhibition above about 19%;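 further: 0% = DMSO and 100% = reference compound high control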
Mac1 fbg inh: inhibitors of CD11b/CD18 adhesion to fibrinogen, primary screen, K562 cells, luminescence | 93,000 compounds, 0.54% hits | Integrin beta-2 (Homo sapiens) + Integrin alpha-M (Homo sapiens), P05107+P11215 | inhibition, % at 10 µM | AID 1497, 2009 | ATPlite luminescence; Mn2+ added to activate the integrin;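 active means primary inhibition of 50% or more at 10 µM, then 40% or more on retest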; further: some results filed as inactive read as strong as hits
ERa coact inh: ERα–SRC-1 coactivator interaction inhibitors, primary screen, biochemical, TR-FRET, ERα LBD, estradiol-bound. TR-FRET ER-alpha LBD / SRC-1 peptide. 86,000 compounds, 1.7% hits. inhibition, % at 25.6 µM; in the data active means inhibition above about 50%;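 further: 0% = receptor plus peptide control and 100% = peptide only without receptor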
Numbers without * were called inactive; nt = no result given; [ ] = another dose, or the depositor's remark.

SMILES	CD11b adhes enh	PLAP act	Ecoli WT expand	MT1-MMP txn act	ERb SRC1 inh	ERa SRC1 pot	FAK blocker	Mac1 fbg inh	ERa coact inh
O=C(Nc1ccc(N2CCN(Cc3ccccc3)CC2)cc1)c1cccnc1	2	1.3	-1	1	-7	108	2	-37	-12
CS(=O)(=O)N(CC(=O)N1CCCCCC1)c1ccc2c(c1)OCCO2	-4	0.9	-2	1.1	-8[fluorescence artefact?]	135[fluorescence artefact?]	-2	2	-2
CCC1Oc2ccc(C)cc2N(CC(=O)NCCCN2CCCCC2CC)C1=O (stereo unspecified)	-3	1.1	-4	1.2	21	94	0	-16	6
O=C(c1ccc(Cl)cc1)N1CCN(c2ccc(F)cc2)CC1	nt	nt	nt	1.2	-5	97	2	nt	-6
CC1=NN(C(=O)c2ccc(Br)cc2)C(O)(C(F)(F)OC(F)(F)F)C1 (stereo unspecified)	-11	1	10	nt	nt	nt	5	93*	nt
O=C(c1ccc(COc2ccccc2Cl)o1)N1CCN(Cc2ccc3c(c2)OCO3)CC1	nt	1.3	-6	1.1	1[fluorescence artefact?]	75[fluorescence artefact?]	2	nt	5[fluorescence artefact?]
CCOC(=O)CNC(=O)Cn1cnc2c(nnn2-c2ccc(C)cc2)c1=O	-7	1	6	1.2	4	119	5	-14	-3
COC(=O)c1ccc(CSc2nnc(Nc3ccc(OC)cc3)s2)o1	-2	1	6	1.1	-8	87	5	-6	3
COc1cccc(C(=O)NCc2ccccc2OC)c1	1	1	-3	1.1	-8	130	nt	-5	-3
O=C(Nc1ccccc1)N(CCc1ccncc1)C1CCCCC1	nt	nt	nt	1.2	-10[fluorescence artefact?]	106	2	nt	-2
CCn1c2ccccc2c2cc(/C=N/n3c(C)nnc3C)ccc21	1	1.6	7	1.3	1	103	-1	4	-7
Cc1[nH]nc2c1C(=O)CC(C)(C)C2	-2	1.1	-1	1	-3	115	-3	11	-1
CCN1CCN(C(=O)C(C)N(c2ccc(C)cc2)S(C)(=O)=O)CC1 (stereo unspecified)	-7	1.2	3	1.1	-1[fluorescence artefact?]	125	-2	16	4
Cc1noc(C)c1COC(=O)c1cc2ccccc2cc1O	0	0.8	-27	nt	nt	nt	0	56	nt
CCOC(=O)CCCNC(=O)CCNC(=O)c1ccc(OC(C)C)cc1	-2	1	4	1.1	-1[fluorescence artefact?]	137	8	-29	0[fluorescence artefact?]
Cc1ccc(NS(=O)(=O)c2cc(OCC(N)=O)c(C)cc2Cl)cc1C	nt	nt	nt	1	5	100	2	nt	4
O=C(O)c1ccccc1SC1CC(=O)N(C2CCCCC2)C1=O (stereo unspecified)	nt	nt	2	1.1	-7	131	0	nt	-6
CC(Oc1ccccc1)C(=O)Nc1ccccc1O (stereo unspecified)	0	1	5	1.2	8	92	0	-49	-3
Cn1cccc1Cc1nnc(SCC(=O)NCc2ccc3c(c2)OCO3)n1CCc1ccccc1	-2	1.3	6	1.1	nt	nt	-8	-4	nt
Cc1cnc(NC(=O)CSc2nnc(Cc3ccccc3)n2C)s1	0	0.9	-2	1.1	-16[fluorescence artefact?]	106	1	-25	-4
CCOCC(O)CSCc1ccc(Cl)cc1 (stereo unspecified)	1	1.1	-9	nt	3	123	2	-7	-4
Cc1ccc(NCc2nnc(SCC(=O)N3CCc4ccccc43)n2C)cc1	-4	1	1	1.3	-6	92	1	5	-7
Cc1nc2cc(-c3cccc(Cl)c3)nn2c(N2CCN(C(=O)c3ccco3)CC2)c1C	-4	1.7	nt	1.5	6	107[fluorescence artefact?]	nt	6	12
CCOC(=O)C1CCCN(C(=O)CSCc2ccccc2)C1 (stereo unspecified)	nt	1.1	-1	1.5	-1	127	-8	nt	3
Cc1ccc(C(=O)C(C)OC(=O)c2cc3cc([N+](=O)[O-])ccc3oc2=O)cc1 (stereo unspecified)	-3	1.2	7	nt	nt	nt	7	19	nt
CCOc1nc(S(=O)(=O)c2ccc(C)cc2)c(Cl)s1	-1	1	10	1.2	-6	106	-5	-19	-10
Cc1ccccc1-n1c(=O)cc(N2CCC3(CC2)OCCO3)[nH]c1=O	nt	nt	nt	1	-14	100	1	nt	-35
Cc1ccc(S(=O)(=O)N2CCN(S(=O)(=O)N3CCCCC3)CC2)c(C)c1	1	0.9	-7	1.1	1	106	-2	0	-4
NC(=O)C1CCN(CCC(=O)Nc2ccc(Br)cc2)CC1	nt	nt	7	1.1	1	106	1	nt	1
CC(C)(CO)NCc1cc(Br)ccc1OCc1ccccc1	0	0.8	1	nt	nt	nt	-1	-8	nt
Cn1c(CNc2ccccn2)c(C#N)c2ccccc21	-1	0.8	-1	1.2	-31	127	1	-14	-19
Cc1cc(NC(=O)COn2nnc3ccc(Cl)cc32)no1	-2	1	4	1.1	5	120[fluorescence artefact?]	nt	-1	-3
CC(C)n1nc(C(=O)NCCc2ccc(S(N)(=O)=O)cc2)c2ccccc2c1=O	0	1.1	-1	1.1	-4	108	-2	-3	-2

Pulled by structure from the list above, four records:
SMILES	CD11b adhes enh	PLAP act	Ecoli WT expand	MT1-MMP txn act	ERb SRC1 inh	ERa SRC1 pot	FAK blocker	Mac1 fbg inh	ERa coact inh
O=C(O)c1ccccc1SC1CC(=O)N(C2CCCCC2)C1=O (stereo unspecified)	nt	nt	2	1.1	-7	131	0	nt	-6
O=C(c1ccc(COc2ccccc2Cl)o1)N1CCN(Cc2ccc3c(c2)OCO3)CC1	nt	1.3	-6	1.1	1[fluorescence artefact?]	75[fluorescence artefact?]	2	nt	5[fluorescence artefact?]
CCn1c2ccccc2c2cc(/C=N/n3c(C)nnc3C)ccc21	1	1.6	7	1.3	1	103	-1	4	-7
O=C(c1ccc(Cl)cc1)N1CCN(c2ccc(F)cc2)CC1	nt	nt	nt	1.2	-5	97	2	nt	-6

Profiles, quoted from the list:
Listed for `Cc1ccc(S(=O)(=O)N2CCN(S(=O)(=O)N3CCCCC3)CC2)c(C)c1` = CD11b adhes enh: 1; PLAP act: 0.9; Ecoli WT expand: -7; MT1-MMP txn act: 1.1; ERb SRC1 inh: 1; ERa SRC1 pot: 106; FAK blocker: -2; Mac1 fbg inh: 0; ERa coact inh: -4
Listed for `Cc1ccccc1-n1c(=O)cc(N2CCC3(CC2)OCCO3)[nH]c1=O` = CD11b adhes enh: nt; PLAP act: nt; Ecoli WT expand: nt; MT1-MMP txn act: 1; ERb SRC1 inh: -14; ERa SRC1 pot: 100; FAK blocker: 1; Mac1 fbg inh: nt; ERa coact inh: -35
